Compound activity: PubChem BioAssay, Johns Hopkins Ion Channel Center
Kir21 block = blocks the mouse Kir2.1 inward-rectifier potassium channel; P35561; HEK293-Kir2.1, FluxOR thallium flux fluorescence; hits give low values; B-score at 10 µM; 310,000 tested, 0.85% active; AID 1672;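 active = fluorescence ratio B-score at or below minus 3 SD of library scores, with starting-brightness B-score within 2 SD, cut at about -4.2 in these data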;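 note: channel flux triggered by added potassium and thallium sulfate stimulus; B-score of peak minus minimum fluorescence over baseline after thallium stimulus; more negative B-score means stronger Kir2.1 block with less thallium influx; some compounds called inactive have numbers as strong as hits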
Target sequence (P35561 whole entry, looked up): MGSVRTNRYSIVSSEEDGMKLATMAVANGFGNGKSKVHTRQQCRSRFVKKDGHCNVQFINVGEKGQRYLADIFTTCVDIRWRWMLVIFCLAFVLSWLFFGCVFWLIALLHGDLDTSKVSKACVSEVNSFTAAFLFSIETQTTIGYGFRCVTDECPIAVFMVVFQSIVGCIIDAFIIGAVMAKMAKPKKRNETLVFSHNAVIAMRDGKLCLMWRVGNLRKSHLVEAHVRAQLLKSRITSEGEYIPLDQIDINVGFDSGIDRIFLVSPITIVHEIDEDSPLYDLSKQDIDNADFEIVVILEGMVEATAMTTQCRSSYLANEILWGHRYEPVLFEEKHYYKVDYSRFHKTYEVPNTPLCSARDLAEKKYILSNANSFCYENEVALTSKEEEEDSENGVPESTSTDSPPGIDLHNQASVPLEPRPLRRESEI
KCNQ2 block = KCNQ2 potassium channel inhibitors, primary screen, cell-based, CHO-K1, FluxOR thallium flux, B-score (AID 2156). O88943. 20 min; hits give low values. B-score at 10 µM. 310,000 tested, 1.1% active;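 active = fluorescence ratio B-score at most minus 3 library SDs, with starting brightness B-score within 2 library SDs, cut at about -5.5 in these data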
* = called active by the depositor; i = inactive. An unsorted share of the library; about 1.9% have a hit in one of these screens.

Start of the listing, in advance, 4 compounds:
Kir21 block	KCNQ2 block	Structure
-0.6	i	Cc1ccc(S(=O)(=O)c2nc(-c3cccs3)oc2SCC(N)=O)cc1
-0.56	i	NC(=O)C1CCN(C(=O)c2ccc(OCC(=O)Nc3cccc(C(F)(F)F)c3)cc2)CC1
-0.05	i	CC1CC(O)C(C)CN1 (stereo not given)
2.24	i	Cc1ccccc1NC(=O)c1ccc(OCC(=O)Nc2ccccc2F)cc1

This part in full, from the start:
Kir21 block	KCNQ2 block	Structure
-0.6	i	Cc1ccc(S(=O)(=O)c2nc(-c3cccs3)oc2SCC(N)=O)cc1
-0.56	i	NC(=O)C1CCN(C(=O)c2ccc(OCC(=O)Nc3cccc(C(F)(F)F)c3)cc2)CC1
-0.05	i	CC1CC(O)C(C)CN1 (stereo not given)
2.24	i	Cc1ccccc1NC(=O)c1ccc(OCC(=O)Nc2ccccc2F)cc1
-1.13	i	CC(=O)c1ccc(NC(=O)C(C)Sc2nnnn2C)cc1 (stereo not given)
0.03	i	COc1ccc2c(c1)CCC1C2=NN(/C(C)=C/C(C)=O)C1c1cccc(F)c1 (stereo not given)
0.02	i	OCCC1CN(Cc2cnc(-c3ccccc3)s2)CCN1C1CCCC1 (stereo not given)
1.03	i	Cc1cccc(NC(=O)CCSc2nc(C)cc(C)n2)c1
0.8	i	Cn1nnnc1SCc1cccc(CSc2nnnn2C)n1
1.18	i	Cn1cccc1C(=O)c1ccc(Cl)cc1Cl
-0.19	i	O=C(CCc1nc2ccccc2[nH]1)N1CCN(C(=O)c2ccco2)CC1
2.24	i	CCOC(=O)C1=C(c2ccccc2)NC(=O)NC1c1cccc(OC)c1OC (stereo not given)
1.06	i	COc1ccc(/C=N/NC(=O)CNC(=O)c2ccc(S(=O)(=O)N3CCCC3)cc2)c(OC)c1
-0.21	i	CCN(Cc1ccncc1)C(=O)c1cc(Br)cc(Br)c1O
-0.31	i	O=[n+]1c2c(n([O-])c3cc(F)ccc31)CCCC2
0.32	i	O=C(CCc1ccccc1)Nc1ccc(S(=O)(=O)Nc2nccs2)cc1
0	i	O=C(CN1CCOCC1)c1c[nH]c2ccccc12
-2.56	i	Cc1onc(-c2c(F)cccc2Cl)c1C(=O)c1ccccc1O
-0.24	i	Cc1cc(C)cc(N(C(=O)C(F)(F)F)C(C(=O)NC2CCCCC2)c2cccs2)c1 (stereo not given)
-0.39	i	O=C(Nc1ccc2c(c1)OCO2)c1ccc(Br)s1
-0.02	i	Cn1cnc(S(=O)(=O)Nc2cc(C(F)(F)F)ccc2N2CCOCC2)c1
1.2	i	CCCCN1CN(S(=O)(=O)c2ccc(OC)cc2)c2nc3ccccc3nc21
0.97	i	O=C(COC(=O)/C=C/c1ccc(Cl)cc1)NCCN1C(=O)CSC1=O
2.68	i	Cc1ccc2cc3c(NC(=O)C4CCCO4)nn(CC(C)C)c3nc2c1 (stereo not given)
1.13	i	Cc1cc(C)cc(-n2nnnc2SCC(=O)N2CCOCC2)c1
-0.27	i	O=C(NCCc1c[nH]c2ccccc12)/C(=C\c1ccco1)NC(=O)c1ccco1
0.79	i	Cc1ccccc1NC(=O)CCN1CCN(C)CC1
-1.16	i	Cc1ccc(/C=N/NC(=O)c2csc3c2CCCC3)cc1
0.04	i	CC(C)(C)NC(=O)C12CCC(C)(c3nc4ccccc4nc31)C2(C)C (stereo not given)
-0.15	-7.87*	Cc1ccc(S(=O)(=O)NC(CC(C)C)C(=O)Oc2ccc3c4c(c(=O)oc3c2)CCC4)cc1 (stereo not given)
-1.3	i	C=CCn1c(N2CCOCC2)nc2c1c(=O)[nH]c(=O)n2C
0.01	i	O=C(c1ccncc1)N1CCN(S(=O)(=O)c2cccc([N+](=O)[O-])c2)CC1
0.01	i	CC(=O)N1CCCc2cc(S(=O)(=O)Nc3ccc4c(c3)OCO4)ccc21
-1.43	i	COc1cc(C(=O)Nc2cc(C)cc(C)c2)c(-n2cnnn2)cc1OC
0	i	O=C(CNC(=O)C(c1ccccc1)c1ccccc1)N/N=C\c1ccc2c(c1)OCO2
0.53	i	CCCCc1nc2cc(C(=O)NCc3ccccn3)ccc2o1
-1.47	i	Cn1c(=O)c2c(ncn2CC(=O)OCC(=O)Nc2ccc(Cl)cc2)n(C)c1=O
-1.14	i	O=C(C1CCCN(Cc2ccccc2)C1)N1CCc2ccccc2C1 (stereo not given)
0.51	i	CCC(Oc1ccccc1)C(=O)Nc1ccccc1C(=O)N1CCN(C)CC1 (stereo not given)
1.11	i	CC(=O)NNc1ncnc2c1cnn2-c1ccccc1
-0.24	i	Cc1coc2cc3oc(=O)c(CCC(=O)NCCN4CCOCC4)c(C)c3cc12
0.07	i	CC(C)c1nc2sc3c(=O)[nH]cnc3c2c2c1CCCC2
0.77	i	O=C(NC1CC1)C1CCN(C2CCN(C(=O)Cc3ccc4c(c3)OCO4)CC2)CC1
-0.21	i	CC(=C\C(=O)O)/C(=C/c1ccc(C)o1)C(=O)O
-0.17	i	COc1cccc(CN(C)Cc2cc(=O)oc3cc(O)c(Cl)cc23)c1
-1.47	i	CCCCOc1ccc(NC(=O)CCSc2nccn2C)cc1
0.09	i	COc1cccc(C(=O)NC2CC3CCCC(C2)N3CC(=O)Nc2ccc(N(C)C)cc2)c1 (stereo not given)
-0.17	i	CCOC(=O)CNS(=O)(=O)c1cc(-c2nnc(Nc3ccc4c(c3)OCO4)c3ccccc23)ccc1C
1.55	i	Cc1ncc(CN2CCCC(C(=O)Nc3ccc(-n4ccnc4C)cc3)C2)cn1 (stereo not given)
-1.07	i	CC(C)c1ccc(NS(=O)(=O)c2ccc(Cl)nc2)cc1
0.01	i	CC(C)(C)n1ncc2c(=O)n(CC(=O)N3CCCc4ccccc43)cnc21
-0.89	i	CNC(=O)COC(=O)c1cc(-c2ccc(OC)cc2)nc2ccccc12
-1.16	i	Clc1ccc2nc(CSc3nncn3-c3ccccc3)cn2c1
1.2	i	Cc1nc(CN2CCCCC2)cc(=O)[nH]1
1.03	i	Cc1nn(-c2ccc(F)cc2)c(C)c1NS(=O)(=O)c1ccc2ccccc2c1
1.49	i	Cc1cc(/C=N/NC(=O)C(O)(c2ccccc2)c2ccccc2)c(C)n1-c1cccc(C(=O)O)c1
-1.25	i	CNc1ncc(C(=O)c2ccc(Cl)c(Cl)c2)s1
-1.02	i	Clc1ccc(-c2nc(-c3ccncc3)no2)c(Cl)c1
2.03	i	O=C(CN1C(=O)C2CCCCC2C1=O)Nc1nc(-c2ccc(F)cc2)cs1 (stereo not given)
1.3	i	CC(OC(=O)c1ccncc1)C(=O)NC1CCCC1 (stereo not given)

(cont.)
Kir21 block	KCNQ2 block	Structure
-0.55	i	CCOC(=O)c1cc(-c2ccco2)nc2c1c(C)nn2-c1cccc(Cl)c1
1.59	i	Cc1ccccc1-c1nc(S(=O)(=O)c2ccc(Cl)cc2)c(NCCN2CCOCC2)o1
-1.08	i	Cc1cccc(N=c2oc3cc(O)ccc3cc2C(N)=O)c1
-0.02	i	CC(C(=O)NCCS(=O)(=O)c1ccc(Br)cc1)S(=O)(=O)c1ccc(Cl)cc1 (stereo not given)
-0.81	i	Cc1cccc(N2CC(C)Cn3c2nc2c3c(=O)n(CC(=O)OCc3ccccc3)c(=O)n2C)c1 (stereo not given)
-0.27	i	CN1CCCN(C(=O)C2CCC(C(=O)N3CCCN(C)CC3)CC2)CC1 (stereo not given)
-1.71	i	O=C1c2cccnc2Oc2ccc(Cl)cc2N1Cc1ccc(F)cc1
-1.23	i	CCC(=O)NCCc1nc2cc(NC(=O)c3ccco3)ccc2n1C
1.2	i	COc1ccc(C2c3ccc(O)cc3Oc3ncn(CCN4CCOCC4)c(=N)c32)cc1 (stereo not given)
1.09	i	Cc1ccc(S(=O)(=O)/N=C(\N)Nc2nc(C)c3cc(C)ccc3n2)cc1
0.97	i	O=C(NCCCN1CCOCC1)c1ccc2nc(Cc3ccccc3F)oc2c1
0.56	i	O=c1c2cc(NC(=S)NC3CCCC3)ccc2nc2n1CCCCC2
-0.2	i	O=CNc1ccc(S(=O)(=O)NCc2ccccc2)cc1
0.02	i	Cc1ccc(C)c(NC(=O)CCC(=O)N/N=C/c2ccc[nH]2)c1
-0.84	i	COc1cc(C(=O)NCCSc2ccc(Cl)cc2)cc(OC)c1OC
0.65	i	CC(C)CCNC(=O)CN(C)S(=O)(=O)c1cccc2nsnc12
2.31	i	CCc1ccccc1OCC(=O)Nc1nc(-c2cccnc2)cs1
0.42	i	CC(Nc1ccccc1)C(=O)Nc1ccc(F)cc1 (stereo not given)
0.02	i	O=C(O)c1cc(-c2ccc(/C=c3\sc4nc5ccc(Br)cc5n4c3=O)o2)ccc1Cl
0.18	i	Cc1nc(-c2ccccc2)ccc1C(=O)O
0.85	i	Cc1nn(C)cc1/C=N/NC(=O)Cn1nnc(N)n1
2.29	i	CC1CN(C(=O)COC(=O)CSc2ccc(C(N)=O)cc2[N+](=O)[O-])CC(C)O1 (stereo not given)
-1.52	i	CCOC(=O)CNC(=O)Cn1cnc2sc(C)c(S(=O)(=O)N3CCOCC3)c2c1=O
1.28	i	O=C(Nc1ccc(Oc2ccccc2)cc1)N[C@@H](Cc1ccccc1)C(=O)O
0.02	i	CCc1ccc(S(=O)(=O)Nc2cc(SCC(=O)O)c(O)c3ccccc23)cc1
0.34	i	C#CCCOC(=O)N1C2=NC(C(=O)OC)=C(C(=O)OC)[C@@H]3N(Cc4ccccc4)c4ccccc4[C@]23C[C@H]1C(=O)OC
-0.02	i	CCCC(=O)Nc1cc(-c2nn(C)c(=O)c3ccccc23)ccc1N1CCCCC1
-0.68	i	OCC[C@@H]1C[C@H](O)[C@@H](O)[C@]2(OCc3ccccc32)O1
0.56	i	Cc1n[nH]c(C)c1CCCCOc1ccccc1[N+](=O)[O-]
-0.18	i	O=C(c1ccc([N+](=O)[O-])cc1)N(c1ccccn1)c1ccccn1

Gathered by group, those above containing a COOH group
Kir21 block	KCNQ2 block	Structure
-0.21	i	CC(=C\C(=O)O)/C(=C/c1ccc(C)o1)C(=O)O
1.49	i	Cc1cc(/C=N/NC(=O)C(O)(c2ccccc2)c2ccccc2)c(C)n1-c1cccc(C(=O)O)c1
0.02	i	O=C(O)c1cc(-c2ccc(/C=c3\sc4nc5ccc(Br)cc5n4c3=O)o2)ccc1Cl
0.18	i	Cc1nc(-c2ccccc2)ccc1C(=O)O
1.28	i	O=C(Nc1ccc(Oc2ccccc2)cc1)N[C@@H](Cc1ccccc1)C(=O)O
0.02	i	CCc1ccc(S(=O)(=O)Nc2cc(SCC(=O)O)c(O)c3ccccc23)cc1

(more compounds)
Kir21 block	KCNQ2 block	Structure
0.74	i	COc1cc(C(=O)NCc2nnc(SCC(=O)Nc3nccs3)o2)cc(OC)c1OC
-1.24	i	O=C(NCc1ccco1)c1ccc2c(=O)n(-c3ccccc3)c(=O)n(Cc3cccc(F)c3)c2c1
0.67	i	O=C(NCc1ccco1)c1ccc(Cn2c(=O)c3ccccc3n(Cc3cccc(Cl)c3)c2=O)cc1
0.99	i	Cc1ccc(Cl)c2c1NC(=O)C2(O)CC(=O)c1ccc(F)cc1 (stereo not given)
0.03	i	Cn1c(CN2CCCC2)nc2cc(NC(=O)c3cccs3)ccc21
0.01	i	COc1ccc(-c2cc(C(=O)NCc3ccco3)c3ccccc3n2)cc1OC
0.88	i	COc1ccc(CCNC(=O)c2nnc(Cc3c(F)cccc3Cl)o2)cc1OC
-0.95	i	O=C(c1cc2ccccc2oc1=O)N(c1ccc(Cl)cc1)C1C=CS(=O)(=O)C1 (stereo not given)
0.82	i	Cc1cccc(NC(=S)N2CCN(Cc3ccccc3)CC2)c1C
0.66	i	COCCNC(=O)c1ccccc1NC(=O)c1ccc(OC)c(OC)c1
-0.09	i	CCCCC1CCC(C(=O)N2CCOCC2)CC1 (stereo not given)
1.27	i	COc1ccc(OCC(O)CNC(=O)c2ccc(C)cc2)cc1 (stereo not given)
-0.37	i	COc1ccc(N2C(=O)CS(=O)C(c3ccccc3)C2=O)cc1 (stereo not given)
0.68	i	CCCCOC(=O)CCn1[nH]c(=O)c2ccccc2c1=O
-0.99	i	CC(=O)c1ccc(C(=O)N2CCC(CO)(Cc3cccc(C(F)(F)F)c3)CC2)cc1
0.93	i	O=C(CSc1nnc(Cc2ccsc2)o1)c1ccccc1
-1.48	i	COc1ccc(-c2nnc3sc(-c4cccs4)nn23)cc1OC
0.71	i	CCc1noc(C)c1C(=O)N1CCCC1
0.08	i	Cc1ccc(C(=O)CCC(=O)NN2C(=O)NC3(CCCCC3)C2=O)cc1
-0.72	i	CCOc1ccc(CN2CCC(C(=O)N3CCN(c4ccccc4F)CC3)CC2)cc1OC
-0.49	i	CCOC(=O)c1c(C#N)cnn1-c1ccc(C)cc1
1.16	i	COc1ccc(-c2cnc(N)nc2-c2ccc(OC)cc2)cc1
-3.58	i	CCOc1cc(CNCC(O)c2ccccc2)cc(Cl)c1OC (stereo not given)
-1.2	i	COc1ccccc1C1CC(c2cccc(NS(C)(=O)=O)c2)=NN1S(=O)(=O)c1ccccc1 (stereo not given)
0.01	i	Cc1ccc(-n2c(Cc3cccc4ccccc34)n[nH]c2=S)c(C)c1
0	i	O=Cc1c(OCc2ccccc2)ccc2ccccc12
